HIV fusion peptide – inhibitors of HIV fusion peptide binding, primary screen, biochemical, uHTS, fluorescence dequenching (AID 1986). cell-free peptide binding, fluorescence dequenching, 30 min; higher % means a stronger effect. one-dose inhibition, % at 20 µM; IC50 in µM for titrated hits. 0.3% of 290,000 active; in the data active = inhibition mostly above about 52%, no sharp cut-off; inactive = mostly below about 76%; also: some results filed as inactive read as strong as hits
Myeloid diff MLP – promotes myeloid progenitor differentiation | ER-HoxA9 myeloid progenitors, lysozyme-GFP differentiation, flow cytometry | calls only at 10 µM | 1% of 360,000 active | AID 624256;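 active = normalized GFP-positive differentiation at or above the plate's own cutoff, the solvent-only control mean plus 3 SD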;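 also: cells exposed to compound for four days before flow analysis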
NOD1 inhibition – NOD1 signaling inhibitors, primary screen, cell-based, luminescence, uHTS (AID 1578) | inhibition, % at 4 µM; hits with a dose series show EC50 in µM | 1% of 290,000 active | NOD1-driven NF-kB luciferase reporter cells, luminescence; higher % means a stronger effect; in the data active = inhibition mostly above about 36%, no sharp cut-off; inactive = mostly below about 34%;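 also: HEK-293T reporter cells stimulated with the NOD1 agonist gamma-tri-DAP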
KOR beta-arrestin-1 – KOR agonists, beta-arrestin recruitment, primary screen, cell-based, luminescence, uHTS (AID 1777). activation, % at 10 µM; hits with a dose series show EC50 in µM. KOR beta-arrestin recruitment, luminescence; higher % means a stronger effect. 0.02% of 280,000 active; in the data active = activation above about 50%, passing the limit was not always enough; also: a part of the inactive calls stands beside numbers as strong as those of hits
NOD2 inhibition – inhibition of NOD2-driven NF-kB reporter – cell-based, luminescence, uHTS, HEK293 (AID 1566). inhibition, % at 4 µM; hits with a dose series show EC50 in µM. HEK293 NOD2/NF-kB luciferase reporter, luminescence; higher % means a stronger effect. 0.63% of 290,000 active; also: many of its hits are not listed in these tables
GPR35 arrestin U2OS – inhibition of zaprinast-stimulated GPR35 beta-arrestin translocation – imaging, U2OS, beta-arrestin-GFP, zaprinast agonist, primary screen (AID 2058). U2OS GPR35 beta-arrestin-GFP translocation imaging, zaprinast antagonism; higher % means a stronger effect. inhibition, % at 10 µM; hits with a dose series show IC50 in µM. 0.052% of 290,000 active;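 active = inhibition of at least 50% with at least 30 cells and total cytoplasm GFP at most 10,000,000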
KOR beta-arrestin-2 – KOR antagonists, beta-arrestin recruitment, cell-based, luminescence, uHTS (AID 1778); KOR beta-arrestin recruitment, luminescence, antagonist mode; higher % means a stronger effect; 0.091% of 290,000 active; inhibition, % at 10 µM; hits with a dose series show IC50 in µM; also: strong numbers were not always called active
GPR55 antagonists – GPR55 antagonists blocking LPI-driven arrestin recruitment, primary screen, imaging, U2OS, beta-arrestin-GFP, LPI agonist (AID 2013). U2OS GPR55 beta-arrestin-GFP translocation imaging, LPI antagonism; higher % means a stronger effect. one-dose inhibition, % at 10 µM; IC50 in µM for titrated hits. 0.13% of 290,000 active;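 active = spots per cell inhibited over 60%, with over 100 cells counted and total cytoplasm intensity under 500,000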;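 also: U2OS cells stably carrying GPR55 and arrestin-GFP stimulated by 5 µM LPI near EC80; imaged beta-arrestin-GFP aggregate spots per cell after agonist stimulation; plate controls were LPI-stimulated DMSO wells for no effect and DMSO wells without LPI for full effect; some results filed as inactive read as strong as hits; confirmed hits need IC50 under 10 µM and bright autofluorescent wells are also inconclusive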
GPR55 beta-arrestin – GPR55 agonists via beta-arrestin recruitment, primary screen, imaging, U2OS cells, beta-arrestin-GFP redistribution (AID 1961); U2OS GPR55 beta-arrestin-GFP redistribution imaging; higher % means a stronger effect; activation, % at 10 µM, or EC50 in µM where a hit was titrated; 0.048% of 290,000 active;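 active = activation above 40% with more than 50 cells counted in the well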;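 also: U2OS osteosarcoma cells stably expressing GPR55 and beta-arrestin-GFP; plate controls were DMSO negative control for no effect and LPI positive control for full effect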
Myeloid diff MLP GFP+ MAC1+ % – also measured in Myeloid diff MLP; calls as there; GFP+ MAC1+ double positive, %; measured here: differentiation confirmed by MAC1 staining
* = called active by the depositor; i = inactive; . = no result given; [ ] = remark or other dose. Rule as the data show it, unless noted: active = inhibition above about 50%; inactive = the rest. Some of the compounds tested; count on the stated rates, not on these rows.

The first 10 records, to show the layout:
SMILES	HIV fusion peptide	Myeloid diff MLP	Myeloid diff MLP GFP+ MAC1+ %	NOD1 inhibition	KOR beta-arrestin-1	NOD2 inhibition	GPR35 arrestin U2OS	KOR beta-arrestin-2	GPR55 antagonists	GPR55 beta-arrestin
CCN(CC)S(=O)(=O)c1ccc(N2CCOCC2)c(NC(=O)Cc2ccc(Cl)cc2)c1	1.2%	i	0.2	3%	-2.6%	13%	-5%	-20%	14%	1.3%
CC(C)(C)c1ccc(S(=O)(=O)N2CCSC2)cc1	-1.4%	i	0.4	-41%	2.5%	-16%	6%	-51%	3%	-0.5%
CCN(CC)C(=O)CN1C(=O)C2(NC(=O)c3ccccc3N2)c2ccccc21 (centres undefined)	0.3%	i	1.3	-16%	1.6%	-9%	-22%	-29%	-3%	-0.1%
Cc1cc(C(=O)NC2CCCc3ccccc32)no1 (centres undefined)	-1.9%	i	5.1	-21%	-2.2%	7%	-7%	27%	-14%	-0.1%
O=C(CCc1nnc2ccc(NCc3ccccc3)nn12)NCC1CCN(C2CCCC2)C1 (centres undefined)	2.2%	i	4.1	-7%	3.5%	12%	11%	-24%	18%	0.0%
Cc1c(O)c(=O)c2ccccc2n1C	-1.4%	i	0.8	-27%	-3.1%	7%	14%	-6%	0%	-0.3%
Cc1csc(NC(=O)CCC(=O)N(CC(=O)NC2CCCC2)Cc2ccccc2)n1	-1.5%	.	.	-30%	-1.7%	-16%	0%	-17%	-4%	-0.2%
Cc1ccc(C(N)=O)cc1S(=O)(=O)Nc1cccc(C)c1C	1.4%	i	0.5	-12%	1.6%	0%	-14%	7%	2%	-0.1%
O=C(Nc1cccc(F)c1)NC1(C(=O)N2CCN3CCCC3C2)CCCCC1 (centres undefined)	0.5%	.	.	-52%	-1.8%	4%	0%	-31%	-7%	-0.4%
Cc1nc(CN(C)C(=O)c2cc(COc3c(F)cccc3F)on2)cs1	11%	i	0.4	-40%	.	-3%	19%	-23%[20 µM]	6%	-0.1%

Main list, from the first entry:
SMILES	HIV fusion peptide	Myeloid diff MLP	Myeloid diff MLP GFP+ MAC1+ %	NOD1 inhibition	KOR beta-arrestin-1	NOD2 inhibition	GPR35 arrestin U2OS	KOR beta-arrestin-2	GPR55 antagonists	GPR55 beta-arrestin
CCN(CC)S(=O)(=O)c1ccc(N2CCOCC2)c(NC(=O)Cc2ccc(Cl)cc2)c1	1.2%	i	0.2	3%	-2.6%	13%	-5%	-20%	14%	1.3%
CC(C)(C)c1ccc(S(=O)(=O)N2CCSC2)cc1	-1.4%	i	0.4	-41%	2.5%	-16%	6%	-51%	3%	-0.5%
CCN(CC)C(=O)CN1C(=O)C2(NC(=O)c3ccccc3N2)c2ccccc21 (centres undefined)	0.3%	i	1.3	-16%	1.6%	-9%	-22%	-29%	-3%	-0.1%
Cc1cc(C(=O)NC2CCCc3ccccc32)no1 (centres undefined)	-1.9%	i	5.1	-21%	-2.2%	7%	-7%	27%	-14%	-0.1%
O=C(CCc1nnc2ccc(NCc3ccccc3)nn12)NCC1CCN(C2CCCC2)C1 (centres undefined)	2.2%	i	4.1	-7%	3.5%	12%	11%	-24%	18%	0.0%
Cc1c(O)c(=O)c2ccccc2n1C	-1.4%	i	0.8	-27%	-3.1%	7%	14%	-6%	0%	-0.3%
Cc1csc(NC(=O)CCC(=O)N(CC(=O)NC2CCCC2)Cc2ccccc2)n1	-1.5%	.	.	-30%	-1.7%	-16%	0%	-17%	-4%	-0.2%
Cc1ccc(C(N)=O)cc1S(=O)(=O)Nc1cccc(C)c1C	1.4%	i	0.5	-12%	1.6%	0%	-14%	7%	2%	-0.1%
O=C(Nc1cccc(F)c1)NC1(C(=O)N2CCN3CCCC3C2)CCCCC1 (centres undefined)	0.5%	.	.	-52%	-1.8%	4%	0%	-31%	-7%	-0.4%
Cc1nc(CN(C)C(=O)c2cc(COc3c(F)cccc3F)on2)cs1	11%	i	0.4	-40%	.	-3%	19%	-23%[20 µM]	6%	-0.1%
COc1cccc(-n2c(O)c(C=NCc3ccccn3)c3ccccc3c2=O)c1	-0.1%	i	0.1	-2%	0.5%	0%	-2%	35%	-4%	-0.2%
CCc1nn(CC(=O)N2CCN(C)CC2)c(=O)c2cccn12	-0.3%	i	2.8	-15%	-2.8%	6%	-7%	3%[20 µM]	-6%	-0.1%
COc1ccc(Cl)cc1NC(=O)c1ocnc1C	1.2%	i	7.7	-15%	-1.3%	5%	2%	22%	24%	0.3%
COC(=O)[C@@H](NC(=O)N1CCC(C)CC1)C(C)C	0.5%	i	0.2	-4%	1.7%	-9%	5%	-19%	-2%	0.2%
COc1ccccc1N1CCN(CCC(=O)Nc2ccc(F)cc2)CC1	0.7%	i	0.1	-8%	-3.8%	10%	12%	-35%[20 µM]	2%	0.6%
COc1ccc(CCN2CC(C(=O)NCc3cccc4[nH]ccc34)CCC2=O)cc1 (centres undefined)	-2.0%	i	0.4	-12%	-0.3%	-33%	-6%	-8%	12%	-0.1%
CN(C)c1ccc2c(O)cc(=O)n(C)c2c1	0.3%	i	2.1	-28%	2.7%	3%	4%	-38%	9%	0.2%
Cc1cccc(N(C)C(=O)c2cc3cc4ccc(C)cc4nc3o2)c1	-1.1%	i	2.1	-27%	1.4%	-58%	7%	-32%	-12%	0.8%
Nc1nc(SCC(=O)Nc2ccc(Cl)c(S(=O)(=O)N3CCOCC3)c2)n[nH]1	-0.9%	i	0.5	-9%	2.3%	-4%	6%	-33%	0%	-0.1%
CC1=C(C(=O)OC(C)C)C(c2ccncc2)n2ncnc2N1 (centres undefined)	-0.7%	i	0.8	-5%	6.6%	-8%	-13%	-100%	-2%	-0.1%
CCn1c(-c2ccccc2)c(C(=O)CC#N)c2ccccc21	1.2%	i	0.5	-40%	-2.3%	-9%	2%	20%	-4%	0.2%
Cc1cccc(NS(=O)(=O)c2coc(C(N)=O)c2)c1C	-0.2%	i	2.0	-14%	-4.0%	26%	-5%	16%[20 µM]	-4%	-0.3%
COc1ccc(OC)c(NC(=O)C2CCCCC2C(=O)O)c1 (centres undefined)	0.1%	i	0.9	-21%	0.7%	-3%	10%	-3%	3%	0.0%
N/C(=N/O)c1ccccc1N1CCC(Cc2ccccc2)CC1	-2.0%	i	0.1	10%	-4.3%	0%	2%	5%	12%	-0.4%
CCOC(=O)N1CCN(c2c(Nc3cc(C)[nH]n3)c(=O)c2=O)CC1	-0.3%	i	1.8	10%	2.8%	22%	5%	-12%	5%	0.4%
More entries follow:
SMILES	HIV fusion peptide	Myeloid diff MLP	Myeloid diff MLP GFP+ MAC1+ %	NOD1 inhibition	KOR beta-arrestin-1	NOD2 inhibition	GPR35 arrestin U2OS	KOR beta-arrestin-2	GPR55 antagonists	GPR55 beta-arrestin
O=C(CC(Cc1ccccc1)c1ccco1)NCc1ccco1 (centres undefined)	-0.6%	i	0.7	6%	-5.5%	7%	2%	-2%	15%	0.5%
COc1cccc(CNS(=O)(=O)c2cc(-c3cc(C)no3)ccc2C(C)C)c1	-0.3%	i	2.9	-4%	2.0%	-3%	27%	-18%	0%	0.2%
CCOc1cc(C(=O)N2CCN(c3ccccc3)CC2)cc(OCC)c1OCC	1.7%	i	0.9	-23%	-1.7%	6%	2%	28%	-3%	0.6%
Fc1ccc(-c2cc(C(F)(F)F)n3ncnc3n2)cc1	0.5%	i	0.5	-29%	-1.9%	-7%	-5%	-12%	-6%	0.2%
CC(C)c1ccc(NC(=O)CSc2nc3ncccc3[nH]2)cc1	0.1%	i	0.0	-20%	-1.1%	10%	3%	-25%	12%	-0.1%
O=C(OCc1ccc([N+](=O)[O-])cc1)c1ccc(N2CCCC2)c([N+](=O)[O-])c1	-2.4%	i	0.4	-34%	-3.5%	0%	4%	17%	2%	-0.1%
O=C1CC(c2ccccc2)SC(N(c2ccccc2)c2ccccc2)=N1 (centres undefined)	-1.8%	i	0.5	-24%	-3.2%	11%	-5%	2%	-2%	-0.2%
CCCCN1CNC(=S)N(c2ccc(C(=O)OCC)cc2)C1	-0.6%	i	0.6	-39%	-1.4%	1%	7%	14%	-7%	-0.2%
CC(c1nccs1)N(C)C(=O)CCc1nnc(Cc2c[nH]c3ccccc23)o1 (centres undefined)	-0.7%	i	0.4	9%	.	-90%	6%	10%[20 µM]	-4%	-0.1%
CC(=O)c1ccc(NC(=O)/C(=C\c2cccs2)NC(=O)c2ccco2)cc1	-0.8%	i	0.1	-29%	-8.3%	10%	18%	18%[20 µM]	0%	0.2%
Cc1occc1C(=O)NNC(=O)C1CCCC1	0.2%	i	0.7	-33%	2.0%	3%	10%	9%	-6%	-0.2%
CN(C)CCN(C(=O)c1cccs1)c1nc2cc3c(cc2s1)OCCO3	-0.7%	i	2.8	-24%	5.0%	-10%	1%	-10%	10%	-0.1%
C/C(=N/NC(=O)OC(C)(C)C)c1ccco1	0.6%	i	0.3	-42%	5.6%	-33%	16%	33%	2%	-0.3%
CCc1ccc(NC2=NCC(=O)N2c2ccc3c(c2)OCCO3)cc1	-1.6%	i	1.0	-32%	-4.3%	-1%	11%	6%	-4%	-0.1%
COC(=O)c1cc(Br)c(=O)n(-c2ccc(F)cc2)c1	-2.5%	i	0.5	-2%	-5.6%	15%	-8%	-17%	2%	0.0%
Cc1ccc(-c2nnc(-c3ccc(Br)cc3)o2)o1	0.8%	i	0.5	-43%	-1.9%	-63%	-1%	22%	23%	0.2%
COCCNc1nc2nonc2nc1N1CCC(N(C)C)C1 (centres undefined)	-0.3%	i	0.2	-27%	.	-4%	5%	-17%[20 µM]	8%	-0.1%
COc1ccc(CCNC(=O)Cn2cnc3c(nnn3Cc3ccc(C)cc3)c2=O)cc1OC	0.1%	i	0.5	-44%	8.2%	3%	-1%	16%	-4%	0.1%
O=C(NCc1cccnc1)C1c2ccccc2C(=O)N1Cc1ccccc1 (centres undefined)	-0.8%	i	1.9	13%	-2.4%	16%	-1%	18%	-2%	-0.1%
CCN(CC)c1ccc2c(C)c(CN3CCOCC3)c(=O)oc2c1	-1.8%	i	0.7	-10%	2.1%	6%	14%	10%	23%	0.3%
COc1ccccc1OC(=O)CN1C(=O)c2ccccc2C1=O	-0.8%	i	0.9	8%	0.1%	13%	6%	-35%	-1%	-0.1%
